Screening data from PubChem.
ROC1-CUL1 inh = inhibitors of human ROC1-CUL1 ubiquitin ligase activity; in vitro K48 di-Ub FRET, acceptor:donor ratio, 45 min; inhibition, % at 10 µM; 140,000 compounds, 0.6% hits; in the data active = inhibition above about 25%
Target sequence (P62877 whole entry, looked up): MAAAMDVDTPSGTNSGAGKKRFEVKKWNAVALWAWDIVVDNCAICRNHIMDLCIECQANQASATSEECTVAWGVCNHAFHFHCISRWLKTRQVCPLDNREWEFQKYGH
Target sequence (Q13616 whole entry, looked up): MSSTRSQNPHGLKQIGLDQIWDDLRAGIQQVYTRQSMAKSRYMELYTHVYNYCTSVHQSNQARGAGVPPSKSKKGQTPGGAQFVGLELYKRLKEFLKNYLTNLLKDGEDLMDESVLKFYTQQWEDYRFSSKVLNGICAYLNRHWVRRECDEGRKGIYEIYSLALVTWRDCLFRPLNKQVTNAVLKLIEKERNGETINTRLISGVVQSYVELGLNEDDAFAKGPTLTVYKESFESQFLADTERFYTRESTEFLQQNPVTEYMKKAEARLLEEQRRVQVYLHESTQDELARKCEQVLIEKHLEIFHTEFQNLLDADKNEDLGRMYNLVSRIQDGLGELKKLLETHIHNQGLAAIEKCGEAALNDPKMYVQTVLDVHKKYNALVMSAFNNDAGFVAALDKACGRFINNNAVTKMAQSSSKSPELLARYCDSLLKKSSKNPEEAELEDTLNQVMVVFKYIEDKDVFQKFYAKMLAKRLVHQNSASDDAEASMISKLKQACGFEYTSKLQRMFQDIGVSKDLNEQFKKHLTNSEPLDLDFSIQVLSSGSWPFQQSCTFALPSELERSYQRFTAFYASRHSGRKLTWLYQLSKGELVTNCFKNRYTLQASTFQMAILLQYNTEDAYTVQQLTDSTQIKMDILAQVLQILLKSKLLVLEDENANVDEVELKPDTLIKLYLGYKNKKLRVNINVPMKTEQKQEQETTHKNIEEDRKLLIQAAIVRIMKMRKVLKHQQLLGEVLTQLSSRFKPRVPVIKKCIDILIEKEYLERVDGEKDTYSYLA
Starred values were filed as active, the others as inactive. This is a subset; count on the stated rates, not on these rows.

SMILES	ROC1-CUL1 inh
Fc1ccc(CCNCc2cccc(Cl)c2)cc1	-8
CCOC(=O)[C@]12CC(OC3CCCCC3)[C@@]1(c1ccccc1)NC(=O)C2=O (some centres undefined)	4
O=C(Cc1ccc(Cl)c(Cl)c1)N1CCC2(CC1)OCCO2	9
CC12CN3CCN(CC(C3)C1(O)CN)C2 (centres undefined)	-2
COCCOC(=O)C1=C(C)OC(=N)C(C#N)C12C(=O)N(C)c1ccccc12 (centres undefined)	7
O=S1(=O)N(Cc2ccccc2)CCCN1Cc1ccc(F)cc1Cl	11
O=C1NC(=S)NC(=O)C1Cc1ccccc1	0
CC(Cc1ccccn1)NC1CCN(c2ccc(NC(=O)CCc3ccccc3)cc2)CC1 (centres undefined)	-1
Cc1cccc(-n2c(C)nc3ccccc3c2=O)n1	-2
O=C(NCC1CC1)c1cn(C2CCCCC2)nn1	-4
C(CC(CCc1nn[nH]n1)c1nn[nH]n1)c1nn[nH]n1	-7
CC(=O)c1cc(OC(=O)N(C)C)cc(OC(=O)N(C)C)c1	7
CN(C)CCO/N=C1\CN2CCC1CC2	2
CCOc1ccc(-n2c(=S)[nH]c3ccccc3c2=O)cc1	-2
c1cnc2c(c1)ncn2C1CCNCC1	-8
O=C(Nc1ccc(Cl)cc1C(=O)c1ccccc1)c1cc(Cl)cc(Cl)c1	0
CN(C)C(=O)Oc1ccc(OCc2n(C)cc[n+]2C)cc1	-11
Cc1ccccc1Cn1cccc(C(=O)Nc2nc3ccccc3s2)c1=O	2
N#Cc1cc2c(nc1SCC(=O)Nc1cccc(C(F)(F)F)c1)C1CCN2CC1	1
O=C(Nc1ccc(OC(F)(F)F)cc1)c1cccn(Cc2ccccc2Cl)c1=O	0
COc1cccc(C2CC3C(=O)C=CC2N3Cc2ccccc2)c1 (centres undefined)	3
N#CC1C(=N)Oc2c(c(=O)oc3ccccc23)C1c1cccc(OCc2ccccc2)c1 (centres undefined)	-15
Cc1ccc(-n2c(=O)[nH]c3ccc(Br)cc3c2=O)cc1	4
COC(=O)C1C(c2ccccc2)C2(c3ccccc3)C(C)(C)C12c1ccccc1 (centres undefined)	0
Cc1cnc(-c2nc(-c3c(C)ncc4c3CCNC4)no2)[nH]1	-4
CCN1C(=O)NC(=O)/C(=C\c2ccc(N3CCOCC3)cc2OC)C1=O	1
c1ccc(CN2CCN(C3CCCCC3)CC2)cc1	-3
Fc1ccc(C(OCCN2CCCC2)c2ccc(Br)cc2)cc1 (centres undefined)	6
O=C(Cc1ccccc1)N1CCC2(CC1)OCCO2	7
CC(C)COC(=O)C(O)(c1ccccc1)c1ccccc1	5
CCOc1ccccc1/C=C1\C(=O)C2CCN1CC2	10
O=C1C(=O)c2cccc3cccc1c23	1
CCOC(=O)c1c(C)n(Cc2ccccc2)c2c3nc(N)nnc3c3ccc(Br)cc3c12	9
COc1ccc(Br)cc1CNCCc1ccc2c(c1)OCO2	0
CC12CCC(C(=O)Nc3ccc(Cl)cc3C(=O)c3ccccc3)(C(Br)C1=O)C2(C)C (centres undefined)	-2
CC1CN=C(Nc2cccc(F)c2)S1 (centres undefined)	2
CCCCC1N2CC3(C)CN1CC(C)(C2)C3=O (centres undefined)	13
CN(C)C(=O)Oc1ccc(OCc2n(C)c3ccccc3[n+]2C)cc1	-5
Cc1cccc2cc(C3Nc4ccccc4S3)c(Cl)nc12 (centres undefined)	-4
COc1c(Cl)cc(Cl)cc1C(=O)Nc1ccc(CN2CCOCC2)cc1	4
CC(Cc1ccccc1)NC1CN2CCC1CC2 (centres undefined)	6
Cc1csc(NC(=O)C23CC4CC(CC(C4)C2)C3)n1	7
COc1ccc(-n2c(/C=C/c3ccc(Br)cc3)nc3ccccc3c2=O)cc1	-3
CCN(CC)c1ccc(/C=C2\C(=O)NC(=O)N(c3ccc(Cl)cc3)C2=O)c(OC)c1	-56
CCN(CC)C(=O)c1ccc(NC(=O)COc2ccc(-c3nn(C)c(=O)c4ccccc34)cc2)cc1	6
Cc1nnc(SCc2nc3ccccc3c(=O)n2-c2ccccc2Cl)n1N	6
CN(C)CC(O)c1ccccc1I (centres undefined)	6
CCOc1ccc(N2C(=O)/C(=C/c3cc(C)n(-c4ccc(S(N)(=O)=O)cc4)c3C)C(=O)NC2=S)cc1	28*
COc1ccccc1-n1c(/C=C/c2ccc(Br)cc2)nc2ccccc2c1=O	5
CCOc1cccc(NC(=O)OC2CN3CCC2CC3)c1 (centres undefined)	-5
Cc1cccc(OCC2CN2C(C)C)c1 (centres undefined)	-3
CC(C)c1cccc(OCC#CCN2CCOCC2)c1	1
CC(=O)OC1N=C(c2ccccc2Cl)c2cc(Cl)ccc2NC1=O (centres undefined)	-1
C=CC1CN2CCC1CC2c1[nH]c2ccccc2c1CCO (centres undefined)	-5
NS(=O)(=O)c1cccc(N2CCNCC2)c1	-1
COc1cc(CN2CCN(C)C(CCO)C2)cc2c1OCO2 (centres undefined)	-4
COc1cc(C2c3c(c4ccccc4oc3=O)OC(=N)C2C#N)ccc1OC(=O)c1ccccc1 (centres undefined)	12
Fc1ccc(CCNCc2ccccc2Cl)cc1	4
COc1c(Cl)cc(Cl)cc1C1c2c(c3ccccc3oc2=O)OC(=N)C1C#N (centres undefined)	-7
CC1=C(C)C2(C)C1(C)C1(Cl)C(Cl)=C(Cl)C2(Cl)C1(Cl)Cl (centres undefined)	-4
Next part:
SMILES	ROC1-CUL1 inh
Fc1ccc2c(C3CCNCC3)noc2c1	-10
CC(C)Oc1cccc(C(=O)C2CCCN(Cc3ncc[nH]3)C2)c1 (centres undefined)	-7
O=C(COc1cccc(Cl)c1)N1CCN(CCc2ccncc2)CC1	-2
CCOc1ccccc1C1c2c(c3ccccc3oc2=O)OC(=N)C1C#N (centres undefined)	4
COC(=O)C1C(=N)Oc2c(c(=O)oc3ccccc23)C1c1ccc(OC)c(OC)c1 (centres undefined)	17
Cc1oc(-c2ccccc2Cl)nc1CN1C(=O)CN=C(c2ccccc2)c2cc(Cl)ccc21	8
CC12CCC(O)CC1=CCC1C2CCC2(C)C(O)/C(=C/c3ccc(C(F)(F)F)cc3)CC12 (centres undefined)	-4
O=C(Cn1ncc2ccccc2c1=O)N1C[C@@H]2C[C@@H](C1)c1cccc(=O)n1C2	8
CCCc1noc(CN2CCCC(C(=O)c3nccn3C)C2)n1 (centres undefined)	11
Cc1c(CN2CCCC(C(=O)c3cccc(C(F)(F)F)c3)C2)cnn1C (centres undefined)	10
COc1cc(OC)c([C@H]2C=C(C)[C@H]3C[C@@H]2C3(C)C)c(OC)c1	12
COc1ccc(Cl)cc1C(=O)C1CCCN(Cc2ccn[nH]2)C1 (centres undefined)	3
Cc1cccc(C)c1NC1=NCCCS1	-8
O=C1N=C(Cl)C(Br)C(=O)N1 (centres undefined)	-10
CC(C)COc1ccc(Cc2c(O)[nH]c(=S)[nH]c2=O)cc1	-1
COc1cccc(Oc2coc3cc(OC(=O)N(C)C)ccc3c2=O)c1	4
CCSc1nc2c(c(-c3ccsc3)c1C#N)CN(C)CC2	-3
COc1ccc(-n2c(CNCc3ccco3)nc3ccccc3c2=O)cc1	9
CCOC(=O)C12C(=O)C(=O)NC1(c1ccccc1)N(c1ccccc1)c1ccccc12 (centres undefined)	2
N=C1c2ccccc2CN1c1ccc(Cl)c(Cl)c1	-8

No new results follow: an excerpt of the list.
SMILES	ROC1-CUL1 inh
CCOc1ccccc1C1c2c(c3ccccc3oc2=O)OC(=N)C1C#N (centres undefined)	4
COC(=O)C1C(=N)Oc2c(c(=O)oc3ccccc23)C1c1ccc(OC)c(OC)c1 (centres undefined)	17
Cc1oc(-c2ccccc2Cl)nc1CN1C(=O)CN=C(c2ccccc2)c2cc(Cl)ccc21	8
CC12CCC(O)CC1=CCC1C2CCC2(C)C(O)/C(=C/c3ccc(C(F)(F)F)cc3)CC12 (centres undefined)	-4

New compounds follow
SMILES	ROC1-CUL1 inh
Cc1cccc2cc3c(nc12)Sc1nncn1N=C3	6
Cc1cccc(CC(=O)N2CCN(Cc3ccco3)CC2)c1	3
O=C(Nc1ccc(Br)cc1C(=O)c1ccccc1)c1ccccc1	-4
COc1cc(C=C2C(=O)NC(=O)NC2=O)cc(Cl)c1OC	-1
CCN(CC)CC(O)c1ccc(C2CCCC2)cc1 (centres undefined)	8
COC(=O)CC1=C(C(=O)OC)C2(C(=O)N(C)c3ccccc32)C(C#N)C(=N)O1 (centres undefined)	2
CC1=C(C(=O)OC(C)C)C2(C(=O)Nc3ccc(Br)cc32)C(C(=O)OCc2ccccc2)C(=N)O1 (centres undefined)	10
COc1ccc(C2c3c(c4ccccc4oc3=O)OC(=N)C2C#N)cc1Cn1cc([N+](=O)[O-])cn1 (centres undefined)	-7
COc1ccc(C(=O)C2CCCN(Cc3ccn[nH]3)C2)c(C)c1 (centres undefined)	-13
CCCC1=Nc2cc(C(=O)NC3CCC(C)CC3)ccc2Sc2ccccc21 (centres undefined)	7
CN(C)CC1CSCCC1(O)c1ccc(C(F)(F)F)cc1 (centres undefined)	-10
Cn1c(=O)n(C)c2cc(CNCCc3ccccc3)ccc21	-4
Cc1ccsc1/C=C/c1nc2ccccc2c(=O)n1-c1cccc(C(F)(F)F)c1	7
C[N+]12CCC(CC1)/C(=N\OC(c1ccc(F)cc1)c1ccc(F)cc1)C2	-7
CC(NCc1ccc(Cl)cc1Cl)C(O)c1ccccc1 (centres undefined)	6
CCCC1=C(C(=O)OCC)C2(C(=O)Nc3ccc(Cl)cc32)C(C#N)C(=N)O1 (centres undefined)	8
CC1N2CC3(C)CN1CC(C)(C2)C3=O (centres undefined)	3
CC(=O)Oc1ccccc1/C=C1/C(=O)C2CCN1CC2	7
CC12Cc3nc4ccccc4c(N)c3C1(C)c1c(nc3ccccc3c1N)C2 (centres undefined)	-6
CNC(=O)Oc1ccc(OCc2cccc[n+]2C)cc1	-8
CC1C(=NC2=NCC(CI)S2)C(=O)N(c2ccccc2)N1C (centres undefined)	-3
COn1cc([N+](=O)[O-])cc([N+](=O)[O-])c1=O	9
COc1ccc(NC(=O)CN2C(=O)CN=C(c3ccccc3)c3ccccc32)c(OC)c1	-4
CCOc1ccccc1NC(=O)c1cccn(Cc2ccccc2C)c1=O	-7
NS(=O)(=O)c1ccc(N2CCNCC2)cc1	-4
Cc1cccc(CC(C)NCc2c(C(=O)N3CCCC3)nc3sccn23)n1 (centres undefined)	-11
N#CC1C(=N)Oc2c(c(=O)oc3ccccc23)C1c1ccc(Cl)c(Cl)c1 (centres undefined)	-4
CC12CN3CC(C)(CN(C1)C3(C)C)C2=O	0
COc1ccc(C)cc1NC(=O)c1cccn(Cc2ccccc2Cl)c1=O	6
Oc1ccc(Br)cc1Cl	6
CC1CC(O)(c2ccccc2)C(C)CN1C (centres undefined)	2
CC1(C)CC2(CCO1)NCCN1C(=O)CSC12 (centres undefined)	14
CC(COc1nonc1N)Oc1nonc1N (centres undefined)	-4
S=C1Nc2ccccc2Sc2ccccc21	-1
COc1ccc(/C=C2\C(=O)NC(=O)N(CCC3=CCCCC3)C2=O)c(OC)c1	4
C=CC1CN2CCC1CC2C(OC(=O)C(C)c1ccc(CC(C)C)cc1)c1ccnc2ccc(OC)cc12 (centres undefined)	-4
Cc1ccc(CN2C[C@H]3OC(=O)N(Cc4ccccn4)[C@H]3C2)o1	2
Cc1ccc2c(c1)C=Nc1ccccc1O2	7
CCCN(N=Nc1nonc1N)c1nonc1N	3
O=C1NC(=S)N(c2ccc(Br)cc2)C(=O)/C1=C/c1ccc(-c2ccccc2C(=O)O)o1	83*

Two entries drawn at random from the list so far, as already listed:
SMILES	ROC1-CUL1 inh
C=CC1CN2CCC1CC2C(OC(=O)C(C)c1ccc(CC(C)C)cc1)c1ccnc2ccc(OC)cc12 (centres undefined)	-4
Cc1ccc(CN2C[C@H]3OC(=O)N(Cc4ccccn4)[C@H]3C2)o1	2

Later entries:
SMILES	ROC1-CUL1 inh
c1ccc(C(O/N=C2/CN3CCC2CC3)c2ccccc2)cc1	0
Cc1ccc(S(=O)(=O)OC2CN3CCC2CC3)cc1 (centres undefined)	-2
CC(C)(C)c1ccc(CSc2nc3c(cc2C#N)N2CCC3CC2)cc1	1
COC(=O)[C@H]1[C@@H]2c3ccccc3-c3ccccc3[C@@H]2[C@H](C(=O)OC)N1c1ccc(OC)cc1	1
O=C(Nc1ccon1)OCC(Cl)(Cl)Cl	-9
COC(=O)CN1C(=O)C2(C(C(=O)OC(C)(C)C)=C(C)OC(=N)C2C#N)c2ccccc21 (centres undefined)	-2
CC(O)(CCN1CCN(CCOC(c2ccc(F)cc2)c2ccc(F)cc2)CC1)c1ccccc1 (centres undefined)	-6
CCOC(=O)[C@]12C[C@H](c3ccccc3)[C@@]1(c1ccccc1)NC(=O)C2=O	2
COC(=O)c1ccccc1NP(=S)(Nc1ccccc1C(=O)OC)c1ccccc1	7
Cc1nc2ccccc2c(=O)n1-c1ccc2c(c1)OC(F)(F)O2	-21

6 structures from above, arranged by count of non-hydrogen atoms, smallest number first:
SMILES	ROC1-CUL1 inh
Cc1ccc(S(=O)(=O)OC2CN3CCC2CC3)cc1 (centres undefined)	-2
c1ccc(C(O/N=C2/CN3CCC2CC3)c2ccccc2)cc1	0
COC(=O)c1ccccc1NP(=S)(Nc1ccccc1C(=O)OC)c1ccccc1	7
COC(=O)CN1C(=O)C2(C(C(=O)OC(C)(C)C)=C(C)OC(=N)C2C#N)c2ccccc21 (centres undefined)	-2
COC(=O)[C@H]1[C@@H]2c3ccccc3-c3ccccc3[C@@H]2[C@H](C(=O)OC)N1c1ccc(OC)cc1	1
CC(O)(CCN1CCN(CCOC(c2ccc(F)cc2)c2ccc(F)cc2)CC1)c1ccccc1 (centres undefined)	-6

Some of the entries so far, in CSV form.
SMILES,ROC1-CUL1 inh
c1ccc(C(O/N=C2/CN3CCC2CC3)c2ccccc2)cc1,0
Cc1ccc(S(=O)(=O)OC2CN3CCC2CC3)cc1 (centres undefined),-2
CC(C)(C)c1ccc(CSc2nc3c(cc2C#N)N2CCC3CC2)cc1,1
COC(=O)[C@H]1[C@@H]2c3ccccc3-c3ccccc3[C@@H]2[C@H](C(=O)OC)N1c1ccc(OC)cc1,1
O=C(Nc1ccon1)OCC(Cl)(Cl)Cl,-9
